SRC1 TRFRET art = TR-FRET detection interference compounds, primary screen, artefact control for PPARgamma SRC-1 recruitment agonists, biochemical, TR-FRET emission ratio; AID 1051, 2008; TR-FRET ratio at 8 µM; 99,000 compounds, 0.34% hits; TR-FRET detection artefact counter-screen; stronger effect = higher value; in the data active = TR-FRET ratio above about 2300; note: inactives centre near 1800
SRC3 TRFRET art = TR-FRET detection interference compounds, artefact control for PPARgamma SRC-3 recruitment agonists, biochemical, TR-FRET ratio. TR-FRET artefact counter-screen, PPARgamma/SRC-3 format; stronger effect = higher value. 99,000 compounds, 0.39% hits. TR-FRET ratio at 8 µM; in the data active = TR-FRET ratio above about 2000; note: inactives centre near 1600
* = called active by the depositor. A portion of the library; rates above refer to the full screens.

SMILES	SRC1 TRFRET art	SRC3 TRFRET art
COc1ccccc1OCC(=O)Nc1ccc2c(c1)C(=O)N(CC1CCCO1)C2=O (stereo not drawn)	1739	1570
c1ccc(C(c2ccccn2)c2ccccn2)cc1	1553	1357
CC1(c2ccccc2)NC(=O)N(N)C1=O (stereo not drawn)	1561	1523
O=C(CSc1nnc(-c2cccs2)o1)Nc1cccc(S(=O)(=O)N2CCCCC2)c1	1849	1566
CCC1(C)SC(N)=NN1C(C)=O (stereo not drawn)	1767	1562
COc1ccc(OCC(=O)NC(=S)Nc2ccccc2F)cc1	1963	1734
COc1cc(CNCCNC(=O)c2nonc2N)ccc1OCc1ccc(Cl)nc1	1834	1436
O=c1[nH]c(Cc2ccccc2Cl)nc2ccccc12	1631	1216
CC(C)CC(=O)NC(c1ccccc1Cl)c1c(O)ccc2ccccc12 (stereo not drawn)	1950	1693
CC(=O)N1C(=O)CC(C)N(C(C)=O)c2ccc([N+](=O)[O-])cc21 (stereo not drawn)	1842	1609
Cc1cccc(Nc2nc3c(S(=O)(=O)c4ccccc4)nnn3c3ccccc23)c1	1620	1821
CCc1ccc(/C=N/NC(=O)c2cc(-c3ccncc3)nc3ccccc23)s1	1770	1563
COCCn1c(C)cc(C(=O)CSc2nc(C)c(C)c(C)n2)c1C	2106	1766
CCn1cc(/C=N\NC(=O)c2ccccc2Cl)cn1	1614	1520
CCCC(=O)OCC(=O)c1[nH]c(C)c(C(C)=O)c1C	1663	1487
COc1ccc(NCC(=O)N/N=C2\CCc3ccccc32)cc1	1630	1414
O=C(NCCc1c[nH]c2ccccc12)c1cnccn1	1618	1592
Nc1nc2c(Cl)ccc(Cl)c2s1	1651	1516
Cc1cc(C(F)(F)F)nn1CC(=O)NCc1cccs1	1675	1450
CCc1ccc(NC(=S)NC2CCN(Cc3ccccc3)CC2)cc1	1564	1383
COCCCNC(=O)c1cc2cc(Br)ccc2oc1=O	1906	1738
Cc1ccc(C(=O)N/C(=C/c2cccs2)C(=O)NCCc2c[nH]c3ccccc23)cc1	1789	1726
Cc1ccc(N2CN(Cc3cccnc3)CNC2=S)cc1	1788	1550
CN(C)CCN(C(=O)c1ccc(N2C(=O)CCC2=O)cc1)c1nc2cc3c(cc2s1)OCO3	1733	1524
CC1CCN(C(=S)NC(=O)c2cccs2)CC1	1643	1374

Record cards, from the list above. Order of values: SRC1 TRFRET art	SRC3 TRFRET art
CCc1ccc(NC(=S)NC2CCN(Cc3ccccc3)CC2)cc1 is entered as 1564	1383
CC(C)CC(=O)NC(c1ccccc1Cl)c1c(O)ccc2ccccc12 (stereo not drawn) is entered as 1950	1693
O=C(NCCc1c[nH]c2ccccc12)c1cnccn1 is entered as 1618	1592
O=c1[nH]c(Cc2ccccc2Cl)nc2ccccc12 is entered as 1631	1216
CCn1cc(/C=N\NC(=O)c2ccccc2Cl)cn1 is entered as 1614	1520

(cont.)
SMILES	SRC1 TRFRET art	SRC3 TRFRET art
COc1ccc(S(=O)(=O)N2CCCC2)c(C)c1C	1740	1541
CCOc1ccc(NC(=S)NCCCc2ccccc2)cc1	1805	1591
CSc1nc2ccsc2c(=O)n1-c1ccccn1	1904	1486
COc1cc(C(=O)Nc2ccc3c(c2)OCCO3)ccc1OC(F)F	2002	1585
O=C(COC(=O)c1ccc(NS(=O)(=O)c2ccc3c(c2)OCCO3)cc1)NC1CCS(=O)(=O)C1 (stereo not drawn)	1754	1676
O=C(NCC1CCCO1)c1ccc2c(c1)N(Cc1ccccc1)C(=O)CS2=O (stereo not drawn)	1531	1501
O=C(CSCc1ccccc1)Nc1ccc(F)cc1F	1752	1468
COc1cc(-n2c(-c3ccccc3)n[nH]c2=S)c(OC)cc1Cl	1775	1615
COc1ccc(CNCC(O)COCc2cccs2)cc1 (stereo not drawn)	1802	1500
Cc1cc(C(=O)COC(=O)Cc2n[nH]c(=O)c3ccccc23)c(C)n1-c1cccc(C(F)(F)F)c1	1800	1497
NC[C@@]12CCCC1C1CCC2C1 (stereo partly drawn)	1646	1396
CCOC(=O)c1c(NC(=O)c2cc3n(n2)C(C(F)(F)F)CC(c2ccccc2)N3)sc(C)c1C (stereo not drawn)	1789	1509
Cc1ccc2c(c1)C1(C(=O)N2C)N2CC3(C)CN1CC(C)(C2)C3=O (stereo not drawn)	1905	1517
Cc1nn(Cc2c(Cl)cccc2Cl)c(C)c1NC(=O)Cn1nc([N+](=O)[O-])c(Cl)c1C	1569	1631
O=C(CCN1CCN(c2ccccc2)CC1)Nc1ccc2c(c1)OCO2	1754	1843
Cc1cc(C(=O)COC(=O)CC2Sc3ccccc3NC2=O)c(C)n1-c1cccc(C(F)(F)F)c1 (stereo not drawn)	1653	1437
Cc1cc(-c2nsc(=O)o2)c(S(C)(=O)=O)s1	1788	1530
CC1=Nc2ccccc2N=C(NC(=O)c2ccccc2)C1c1ccccc1 (stereo not drawn)	1803	1455
Nc1c(-c2ccccc2)cnc2cc(-c3ccccc3)nn12	1801	1549
C=CCn1cccc(C(=O)Nc2cc(OC)cc(OC)c2)c1=O	1515	1720
COc1cccc(CNC(=O)Cn2cc3c(n2)CCCC3)c1	1989	1752
CC(C)(C)NC(=S)NNC(=O)c1ccc2ncccc2c1	2096	1564
CC(=O)c1ccccc1OCCOCCOCCOc1ccccc1C(C)=O	1718	1585
CC(Sc1nc(-c2ccccc2)cc(C(F)(F)F)n1)C(=O)O (stereo not drawn)	1786	1817
CCCSc1nc2ccsc2c(=O)n1CC	1672	1347

Next records follow:
SMILES	SRC1 TRFRET art	SRC3 TRFRET art
CC(NC(=O)Nc1cccc(Cl)c1)C(c1cccs1)N1CCCC1 (stereo not drawn)	1725	1388
C=CCOc1c(Br)cc(/C=C2/NC(=S)N(C(C)=O)C2=O)cc1OC	1607	1507
COc1ccc(-c2nc(NC(=O)CSCCO)sc2C)cc1	1802	1561
Cc1ccc(S(=O)(=O)NNC2CC(=O)N(c3ccc(Br)cc3)C2=O)cc1 (stereo not drawn)	1900	1609
Cc1cccc(-n2cc(CN3CCN(Cc4nccn4C)CC3)c(-c3cccc(F)c3)n2)c1	2015	1674
COc1ccc(-c2csc(NC(=O)CSc3nc(SC)ns3)n2)cc1	1834	1605
CCCOc1ccc(N2C(=O)CC(SC(=N)N3N=C(c4ccccc4)CC3c3ccccc3)C2=O)cc1 (stereo not drawn)	1592	1520
O=C(/C=C/c1ccco1)NCC1(c2ccccc2)CCCC1	1792	1510
Cc1ccsc1C(=O)C1CCCN(Cc2cccn2-c2ccc(Cl)cn2)C1 (stereo not drawn)	1467	1302
O=C(Cn1c(-c2ccccc2)c[n+]2ccsc12)c1ccc([N+](=O)[O-])cc1	1784	1498
CCOC(=O)Cc1csc(NC(=O)/C=C\c2ccccc2)n1	1738	1546
CCOC(=O)c1[nH]c2ccc(OC)cc2c1NC(=O)/C=C/c1ccc2c(c1)OCO2	1897	1599
O=C1CCC(C(=O)Nc2nnc(C3CC3)s2)=NN1	1667	1223
CC1(C)CC2(CCO1)OC(=O)CC2C(=O)Nc1ccccc1Cl (stereo not drawn)	1726	1518
COc1cccc(C(=O)N2CCN(Cc3cn[nH]c3-c3ccc(F)cc3F)CC2)c1	1887	1506
CCC(C)(C)NC(=O)CCCSc1nc2ccccc2s1	1918	1706
O=S(=O)(NCCc1ccccc1)c1cccc2cccnc12	1804	1532
CN(c1ccc(C(=O)Nc2cccc([N+](=O)[O-])c2)cc1)S(C)(=O)=O	1856	1680
O=[N+]([O-])c1cccc(CNCc2ccccc2)c1	1904	1590
O=C(COc1c(Br)cc(Br)c2cccnc12)Nc1ccccc1F	2194	1824
O=S(=O)(/N=C(/Nc1ccc(F)cc1F)c1ccccc1)c1ccc(Br)cc1	1635	1605
CCCn1cc2c(c1-c1ccc(C)cc1)c(=O)n(C)c(=O)n2C	2075	1547
COc1cc(C(=O)OCC(=O)NCCN2C(=O)CSC2=O)ccc1OCc1c(C)noc1C	1991	1489
COCCNC(=O)CN(c1ccc(C)cc1)S(=O)(=O)c1ccc(SC)cc1	1552	1800
Nc1ccccc1C(=O)/C=C/c1ccc2c(c1)OCO2	1800	1633

4 compounds already listed, ordered by number of heavy atoms, ascending.
SMILES	SRC1 TRFRET art	SRC3 TRFRET art
COc1ccc(-c2csc(NC(=O)CSc3nc(SC)ns3)n2)cc1	1834	1605
O=C(Cn1c(-c2ccccc2)c[n+]2ccsc12)c1ccc([N+](=O)[O-])cc1	1784	1498
COCCNC(=O)CN(c1ccc(C)cc1)S(=O)(=O)c1ccc(SC)cc1	1552	1800
COc1cc(C(=O)OCC(=O)NCCN2C(=O)CSC2=O)ccc1OCc1c(C)noc1C	1991	1489

Following part
SMILES	SRC1 TRFRET art	SRC3 TRFRET art
CCOC(=O)C1=C(C)NC2=C(C(=O)OC2)C1c1ccccc1 (stereo not drawn)	1723	1600
Cc1ccc(S(=O)(=O)N(CC(=O)Nc2ccccc2C(=O)O)c2ccccc2)cc1	1585	1680
CC(C)(C)c1ccc(/C=C/C(=O)N2CCCCC2)cc1	1750	1509
C#CCOCCOCCOCCNc1nc(N2CCN(C(=O)[C@H](CCCCN)n3cc(C(N)CO)nn3)CC2)nc(N2CCN(C(=O)[C@H](CCC(=O)O)n3cc(C(N)[C@H](C)CC)nn3)CC2)n1 (stereo partly drawn)	1556	1750
O=C(COC(=O)C1(c2ccc(F)cc2)CCCC1)Nc1ncc(C(F)(F)F)cc1Cl	1567	1630
CCCCC(=O)NC(Nc1sc2c(c1C(N)=O)CCCC2)(C(=O)OCC)C(F)(F)F (stereo not drawn)	1834	1427
CC(=O)NC(Cc1cccc(F)c1)C(=O)NC1CCN(C(=O)c2cccc(C)c2)CC1 (stereo not drawn)	1712	1335
O=C1C(CCCNC(=S)NCc2ccccc2)NC(=S)N1Cc1ccccc1 (stereo not drawn)	1740	1598
C=CCNC(=S)NNc1nc2c(c(=O)[nH]1)C1(CCCCC1)Cc1ccccc1-2	1684	1644
O=C(CNc1ccc(F)cc1)N/N=C1\CCCc2ccccc21	1866	1433
O=C(CN1C(=O)NC2(CCc3ccccc3C2)C1=O)Nc1ccc(F)cc1 (stereo not drawn)	1571	1554
COc1ccc(/C=C/C(=O)Nc2cccc(S(=O)(=O)N3CCCC3)c2)cc1OC	1846	1245
CC1=NNC(=O)C1CCC(=O)N/N=C/C(Br)=C/c1ccccc1 (stereo not drawn)	1872	1648
O=C(NC1CCCCC1)C(c1ccccc1)N1CCC2(CC1)OCCO2 (stereo not drawn)	1701	1493
CCc1cc(C(=O)OC)c(NC(=O)CC2SC(=NC)N(C)C2=O)s1 (stereo not drawn)	1825	1499
COc1cccc(S(=O)(=O)Nc2cccc(C(=O)N3CCCCCC3)c2)c1	1747	1740
Cc1cc(Nc2cccc(Cl)c2)n2ncnc2n1	1699	1591
Clc1ccc(CO/N=C2\CCCc3nonc32)cc1	2020	1673
CC1CCCN(C(c2ccccc2)c2sc3ncnn3c2O)C1 (stereo not drawn)	1928	1352
Cc1ccc2c(CC(=O)Nc3ccc(N4CCN(C)CC4)cc3C)coc2c1	1785	1766
O=C(c1ccc(-c2ccccc2)c(F)c1)C1CCCN(C(=O)c2cncs2)C1 (stereo not drawn)	1598	1397
COc1cc(-c2nc3n(n2)C(c2ccncc2)C2=C(CCCC2=O)N3)cc(OC)c1OC (stereo not drawn)	1544	1433
O=C(Nc1nc(-c2ccncc2)cs1)C1c2ccccc2Oc2ccccc21	2054	1539
O=C(CN1C(=O)CCC1=O)Nc1nc(-c2ccc3ccccc3c2)cs1	1865	1475
O=C(Nc1nc(=O)[nH]s1)c1ccccc1	1606	1601

(listing goes on)
SMILES	SRC1 TRFRET art	SRC3 TRFRET art
NC(=O)NC(CC(=O)NCCCc1ccccc1)c1ccccc1Cl (stereo not drawn)	1457	1631
CC(=O)Nc1ccc(OCc2cnc(Cl)s2)cc1	1643	1488
Cc1cc(C)n2nc(C)c(Br)c2n1	1668	1475
CCc1nc(C#N)c(N2CCCCC2)o1	1617	1574
CC(NC(=O)c1cccs1)c1n[nH]c(=S)n1C (stereo not drawn)	1763	1586
CC1(C)C=C2[C@H]3CC[C@@H]4[C@@]5(C)CCC(=O)C(C)(C)[C@@H]5CC[C@@]4(C)[C@]3(C)CC[C@@]2(C(=O)O)CC1	1728	1299
CC(NS(=O)(=O)c1cccc(S(=O)(=O)c2ccccc2)c1)C(=O)O (stereo not drawn)	1664	1476
COc1ccc(S(=O)(=O)NCC(=O)N(CC(=O)NC(C)(C)C)Cc2cccs2)cc1	1882	1440
CC(C(=O)NN)c1ccc([N+](=O)[O-])cc1 (stereo not drawn)	1818	1663
COc1ccc(CNC(=O)C/C(C)=N/NC(=O)COc2ccccc2)cc1	1864	1482
Cc1ccsc1/C=C1\SC(=S)N(CC2CCCO2)C1=O (stereo not drawn)	1862	1734
O=C(CCN1CCN(c2ccccc2)CC1)NNC(=O)c1cccc2ccccc12	1849	1447
O=C(Nc1nnc(-c2ccco2)o1)c1ccc(S(=O)(=O)N2CCOCC2)cc1	1881	1778
Oc1ccc(Cl)cc1/C=C/c1ccc2cccc(O)c2n1	1833	1524
COc1cc(/C=C2\SC(c3ccccc3)=NC2=O)cc(Cl)c1O	1730	1831
Cc1ccc(NC(=O)c2csc3c2CCCC3)cc1	1768	1479
Cc1ccc(S(=O)(=O)NCc2ccncc2)cc1C	1876	1677

Some of the entries so far, as comma-separated lines:
Compound,SRC1 TRFRET art,SRC3 TRFRET art
Cc1cc(C)n2nc(C)c(Br)c2n1,1668,1475
CCc1nc(C#N)c(N2CCCCC2)o1,1617,1574
CC(NC(=O)c1cccs1)c1n[nH]c(=S)n1C (stereo not drawn),1763,1586
CC1(C)C=C2[C@H]3CC[C@@H]4[C@@]5(C)CCC(=O)C(C)(C)[C@@H]5CC[C@@]4(C)[C@]3(C)CC[C@@]2(C(=O)O)CC1,1728,1299
CC(NS(=O)(=O)c1cccc(S(=O)(=O)c2ccccc2)c1)C(=O)O (stereo not drawn),1664,1476
COc1ccc(S(=O)(=O)NCC(=O)N(CC(=O)NC(C)(C)C)Cc2cccs2)cc1,1882,1440
CC(C(=O)NN)c1ccc([N+](=O)[O-])cc1 (stereo not drawn),1818,1663

Bioassay records as filed in PubChem BioAssay.
